# BB579 growth dn: growth inhibitors of yeast BB579 in restrictive medium, primary screen, yeast lifespan-shortening project, S. cerevisiae; OD615, 48 h; inhibition, % at 10 µM; 0.51% of 140,000 active;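 active = inhibition above a set limit, 3 SD over the mean compound inhibition, cut at about 44% in these data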; note: inactives centre near -24
#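 Detection: OD615 turbidity measurement; Material: Saccharomyces cerevisiae DeaD strain BB579, replicative lifespan model yeast; Timing: 48 h exposure, 30 °C; Doses: single 10 µM dose; Medium: CSMM-D restrictive synthetic medium containing dextrose (glucose); Controls: amphotericin B at 10 µg/mL as positive control.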
# MRP1 act: H69AR viability gain despite doxorubicin, primary screen, MRP-1 activator project, H69AR cells, CellTiter-Glo; AID 799, 2007; viability rescue; 0.61% of 140,000 active; viability increase, % at 10 µM;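 active = viability gain under doxorubicin at or above a set limit, the compound median plus 3 SD, cut at about 4.7% in these data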;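 note: MRP-1 overexpressing cells given doxorubicin 25 µM after compound pretreatment; 18-22 h compound pretreatment then 72 h with doxorubicin before readout; 0% = doxorubicin-only wells and 100% = vehicle-treated cells without doxorubicin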
# HCT116 bCat-KO: primary screen for growth suppressors in beta-catenin knockout HCT116 cells (colon tumor, human); HCT116 beta-catenin knockout viability, CellTiter-Glo, 60 h; active compounds read low; viability, % at 10 µM; 1.5% of 140,000 active;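 active = viability at or under a set limit, the compound median less 4 SD, cut at about 6% in these data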;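 note: 0% = Hyamine 1622 control at 20 µM and 100% = untreated cell control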
# PTEN del growth: growth suppression of PTEN-null HCT116, primary screen, cell-based, CellTiter-Glo; HCT116 PTEN-null viability, 60 h; active compounds read low; viability, % at 10 µM; AID 827, 2007; 1.2% of 140,000 active;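 active = viability at or below a set limit, 4 SD under the median of all tested compounds, cut at about 3.7% in these data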;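 note: PTEN knockout HCT116 line with beta catenin targeted HCT116 as companion control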
# GALR2 antag: GALR2 antagonists in receptor-expressing cells, primary screen; 0.39% of 140,000 active; inhibition, % at 4 µM; antagonist mode; in the data active = inhibition above about 27%;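 note: cells stimulated with galanin 1-16 at roughly its EC80; 0% = agonist challenge control and 100% = basal control without agonist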
# Target sequence (O43603 whole entry, looked up): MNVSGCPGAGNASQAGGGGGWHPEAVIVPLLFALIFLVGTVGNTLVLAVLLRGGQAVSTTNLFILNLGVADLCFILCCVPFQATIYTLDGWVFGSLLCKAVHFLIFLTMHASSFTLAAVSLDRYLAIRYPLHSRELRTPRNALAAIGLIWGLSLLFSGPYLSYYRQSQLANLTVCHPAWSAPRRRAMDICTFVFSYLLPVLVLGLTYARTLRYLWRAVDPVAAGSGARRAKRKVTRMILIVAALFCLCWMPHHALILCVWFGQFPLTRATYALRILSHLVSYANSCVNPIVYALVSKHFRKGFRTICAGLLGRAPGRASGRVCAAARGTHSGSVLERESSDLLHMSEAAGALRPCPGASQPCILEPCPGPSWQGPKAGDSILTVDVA
# NPY-Y2 antag: NPY-Y2 receptor antagonists, primary screen, cell-based; NPY-Y2 expressing cells, antagonist mode; 0.99% of 140,000 active; inhibition, % at 2.7 µM; in the data active = inhibition above about 17%;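 note: 0% = vehicle with agonist challenge and 100% = reference antagonist with challenge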
# Target sequence (P49146 whole entry, looked up): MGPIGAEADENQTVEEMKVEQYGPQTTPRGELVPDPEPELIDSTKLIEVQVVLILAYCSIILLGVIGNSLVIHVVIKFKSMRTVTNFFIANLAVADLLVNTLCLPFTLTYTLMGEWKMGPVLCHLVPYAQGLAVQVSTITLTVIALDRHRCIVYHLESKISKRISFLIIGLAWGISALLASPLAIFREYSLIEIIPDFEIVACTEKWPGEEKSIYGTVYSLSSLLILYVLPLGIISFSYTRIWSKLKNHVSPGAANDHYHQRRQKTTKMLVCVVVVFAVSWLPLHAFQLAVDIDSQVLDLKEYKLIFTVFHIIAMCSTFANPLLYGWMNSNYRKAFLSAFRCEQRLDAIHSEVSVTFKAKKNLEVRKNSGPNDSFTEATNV
# E-sel TNF inh: E-selectin induction blockers in HUVEC – imaging, immunofluorescence, high content, primary screen; HUVEC TNFa-induced E-selectin immunofluorescence; inhibition, % at 2 µM; 0.71% of 120,000 active;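 active = inhibition above the batch mean plus 3 SD, and confirmed as a hit on visual image review, cut at about 43% in these data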;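 note: 0% = TNF-stimulated DMSO wells and 100% = unstimulated control wells; not every result past the cut was called active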
# Phagocytosis inh: inhibitors of macrophage phagocytosis, primary screen, imaging, J774A.1 cells, IgG beads | J774A.1 macrophage IgG-bead phagocytosis | inhibition, % at 5 µM | 0.07% of 110,000 active;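 active = inhibition above the mean of the plate negative controls plus 5 SD, cut at about 13% in these data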;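 note: phagocytic index as fraction of beads internalized from green versus red external bead signal; plate controls were DMSO negative control for no effect and cytochalasin-D positive control for full effect; some results beyond the cut were filed as inactive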
# Measles CPE: compounds protecting cells from measles virus cytopathic effect, primary screen, measles RdRp inhibitor project, single point, MLSMR library, absorbance; protection (pct of control), % at 4 µM; 1.5% of 140,000 active; Measles virus-infected cells, CPE protection; AID 841, 2007; in the data active = protection mostly above about 24%, no sharp cut-off; inactive = mostly below about 26%; note: some compounds called inactive have numbers as strong as hits
# Yeast lifespan up: compounds extending yeast replicative lifespan, primary screen, S. cerevisiae, OD615; 0.68% of 130,000 active; inhibition of the nicotinamide effect, % at 10 µM; AID 775, 2007; S. cerevisiae growth with nicotinamide; deaD strain in restrictive glucose medium;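 active = inhibition above a set limit, placed 3 SD over the median of all compounds, cut at about 26% in these data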;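 note: 0% = nicotinamide-treated wells and 100% = cells grown without nicotinamide; some compounds called inactive have numbers as strong as hits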
#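 System: DeaD-strain S. cerevisiae / Buffer or medium: CSMM-D, restrictive glucose (dextrose) synthetic minimal medium / Probe or stimulus: nicotinamide, 1.5 mM, co-present with compound / Compound: one concentration, 10 µM, DMSO 0.25% / Incubation: 48 h compound exposure at 30 °C, humidified / Technique: optical density (absorbance) at 615 nm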
# Starred values were filed as active, the others as inactive; / = no result given.
SMILES,BB579 growth dn,MRP1 act,HCT116 bCat-KO,PTEN del growth,GALR2 antag,NPY-Y2 antag,E-sel TNF inh,Phagocytosis inh,Measles CPE,Yeast lifespan up
O=C(OC1CCCCC1=O)c1cc(=O)c2ccccc2o1 (stereo not given),-44,-0.7,95,107,-3,3,/,0,30,-10
CC(NC(=O)CSCc1ccccc1Br)c1ccccc1 (stereo not given),0,-0.8,93,91,7,2,/,-7,22,5
CCCN(CC(=O)Nc1cc(Cl)ccc1Cl)C(=O)/C=C/c1ccco1,-16,-2.0,75,69,-1,9,-5,-2,15,-2
Cc1ccc(NC(C#N)c2ccccc2OCc2ccccc2)cc1 (stereo not given),-26,-5.7,33,41,-1,-1,-20,3,16,6
CC(=O)C1=C(O)CC(c2ccccc2)CC1=NCCc1c(C)[nH]c2ccc(C)cc12 (stereo not given),-11,-1.0,88,88,-6,10,-4,/,4,4
CN1CCN(c2ccccc2NC(=O)C(Cc2ccccc2)n2cccc2)CC1 (stereo not given),-14,-5.1,58,56,10,13,/,/,12,-1
CCOC(=O)CCn1c(CC(=O)OCC)nc2ccccc21,-33,-2.7,96,104,-6,1,/,-1,14,3
CC(C)(C)c1cc(CN2CCN(CCO)CC2)cc(C(C)(C)C)c1O,-15,-3.3,89,99,8,4,-27,0,2,32*
C=CCNC(=O)CCNS(=O)(=O)c1ccc(Br)cc1,-30,-1.1,100,91,-1,4,/,0,2,-3
O=[N+]([O-])/C=C/c1c(OCc2ccccc2)ccc2ccccc12,-50,-2.3,1.9*,2.5*,8,5,8,/,-1,14
Cc1cc2ncn(CC(O)COC3CCCCC3)c2cc1C (stereo not given),-27,-4.6,90,81,-3,0,5,-1,5,-21
CN1CCN(C(=O)c2ccccc2NC(=O)C(C)(C)C)CC1,3,-0.8,88,90,1,2,16,/,9,/
CCc1ccc(NS(=O)(=O)c2ccc(OC)c(C)c2)cc1,-47,-1.3,82,74,-4,2,/,-2,12,14
Cc1ccc2c(c1)c(Sc1ccccc1)c(CC(=O)O)n2C,-48,-0.8,90,96,7,11,/,-2,9,27*
Cn1nnnc1SCC(=O)N1CCN(Cc2ccccc2)CC1,-42,-0.5,97,94,4,-2,4,-1,4,-19
Cn1cc([N+](=O)[O-])c(C(=O)N/N=C/c2ccc([N+](=O)[O-])cc2)n1,-11,0.1,89,93,-7,4,/,-5,5,-6
O=C(/C=C/c1ccc(F)cc1)NCc1cccs1,9,-0.2,95,98,3,-1,-12,/,1,-6
CC(C)(C)N=C1C([N+](=O)[O-])=CC=C2C1=NC1(CCCCC1)N2O,6,-2.9,99,93,3,-4,/,/,23,0
O=C(CNC(=O)C12CC3CC(CC(C3)C1)C2)NC1=NCCS1,-16,-2.4,95,87,3,-3,14,-1,8,-7
Cc1cc(C)c(C#N)c(SCCS(=O)(=O)Cc2ccccc2)n1,-37,-1.2,95,96,-12,6,-3,-2,6,0
Cc1ccc(N(CC(=O)NCC2CCCO2)C(=O)CCC(=O)Nc2ccccn2)cc1C (stereo not given),-14,-0.9,95,99,0,0,5,/,22,/
COc1ccc2nc(SCc3cccnc3)c(C#N)cc2c1,-19,-3.9,75,68,-3,1,29,0,6,-22
CCOC(=O)c1c(NC(=O)c2noc3c2CCCC3)sc(C)c1C,-21,-0.6,101,92,-2,1,/,-1,15,3
O=C(NCc1ccccc1)C12CN(Cc3ccccc3)CC1C(c1cccc([N+](=O)[O-])c1)=NO2 (stereo not given),-87,-0.1,74,78,-9,4,12,/,5,-7
CNC(=O)CN(c1cc(C)ccc1C)S(C)(=O)=O,-45,0.1,95,87,-4,5,0,1,4,-26

# Four of the entries above in order of the Yeast lifespan up value, low to high:
SMILES | Yeast lifespan up
O=C(CNC(=O)C12CC3CC(CC(C3)C1)C2)NC1=NCCS1 | -7
O=C(/C=C/c1ccc(F)cc1)NCc1cccs1 | -6
CCCN(CC(=O)Nc1cc(Cl)ccc1Cl)C(=O)/C=C/c1ccco1 | -2
Cc1ccc(NC(C#N)c2ccccc2OCc2ccccc2)cc1 (stereo not given) | 6

# Carrying on.
SMILES,BB579 growth dn,MRP1 act,HCT116 bCat-KO,PTEN del growth,GALR2 antag,NPY-Y2 antag,E-sel TNF inh,Phagocytosis inh,Measles CPE,Yeast lifespan up
CC(=O)OC(C)(CCC(C)(OC(C)=O)C(C)=O)C(C)=O (stereo not given),0,-0.6,103,98,2,0,4,0,15,-5
CC1=C(C(=O)Nc2ccccc2)C(c2ccco2)C(C#N)=C(SCC(=O)OC(C)C)N1 (stereo not given),-8,-3.3,49,37,4,1,9,1,5,2
CC(C)(C)NC(=O)C1CCC(C)(C(=O)O)C1(C)C (stereo not given),-46,0.4,98,105,1,4,-7,0,5,-2
COc1ccccc1CN1C(=O)CN(C2CCCC2)C(=O)C1c1ccc(F)cc1 (stereo not given),-8,-3.1,94,95,-11,-1,2,2,24,-7
Cc1nn(-c2ccccc2)c(C)c1C(=O)OCC(=O)N1c2ccccc2NC(=O)C1(C)C,-9,-4.7,64,57,-3,3,-3,0,16,-4
CCCCC#Cc1ccccc1CC(=O)Nc1ccccc1,-11,-2.3,70,71,0,2,37,/,15,7
CCc1cccc(CC)c1NC(=O)Cn1c(-c2ccccc2Cl)nc2ccccc21,-13,-5.1,46,47,8,24*,/,4,1,-2
O=C(CNc1ccccc1)N/N=C/c1c[nH]c2ccccc12,-20,-2.5,62,55,17,2,/,2,4,-7
FC(F)(F)c1nnc2ccc(NCn3nnc4ccccc43)nn12,-31,-0.8,102,106,8,12,-7,0,10,-5
Cc1cc(C)c(C)c(S(=O)(=O)N2CCN(CC(=O)Nc3sccc3C#N)CC2)c1C,-48,-2.1,66,73,-12,10,/,5,1,3
Cn1c(Cc2ccccc2)nnc1SCC(=O)Nc1ccc2c(c1)OCO2,-24,-3.5,107,88,-1,1,-2,1,22,-10
O=C(Oc1ccc(-c2nccc(-c3ccccn3)n2)cc1)c1cccc(C(F)(F)F)c1,-47,1.9,98,103,-3,0,/,/,9,-7
CCOC(=O)C(C)CC(C)C(=O)N1CCOCCOCCN(C(=O)C(C)CC(C)C(=O)OCC)CCOCC1 (stereo not given),-8,-0.9,100,97,-4,-1,-7,/,6,1
CN1CCN(C(=O)c2ccc(Cl)c(S(=O)(=O)N3CCCCC3)c2)CC1,-2,-2.1,93,85,4,4,-31,4,20,-3
O=C(O)CC(C(=O)Nc1cccc(C(F)(F)F)c1)C1CCCO1 (stereo not given),-41,0.2,89,85,4,-3,-18,-1,26,-7
COc1ccc(/C=N/NC(=O)c2cc(-c3cccn3C)n[nH]2)cc1OC,-59,-2.4,89,89,-5,2,-7,/,16,0
c1ccc2c(c1)c1ccccc1n2CN1CCOCC1,-34,-2.6,95,92,-2,3,-14,/,12,/
Cn1c(C(=O)NC2CCCCC2)cc2c(=O)n(C)c3ccccc3c21,-4,1.0,3.4*,19,3,1,-6,-1,7,-11
Cc1cc(C)nc(Sc2ccc(/C=C(\C#N)C(N)=O)o2)n1,-25,-2.6,87,93,-1,3,/,-2,9,2
COc1ccccc1CNC(=O)c1cccs1,-3,-3.1,72,74,-18,1,12,0,4,-25
CC(=O)c1cccc(NC(=O)CN2C(=O)NC3(CCCCCCC3)C2=O)c1,-39,-1.3,91,86,-9,0,50,-1,15,-6
CCOC(=O)c1cc(C)sc1/N=C/C1C(=O)CCCC1=O,-14,-2.4,94,96,17,2,/,-3,12,-5
Cc1ccc(/C=N/N2CCN(c3ccncc3S(=O)(=O)N3CCCCC3)CC2)cc1,-33,1.6,98,100,-4,4,0,0,16,-6
Cn1ncc(Cl)c1C(=O)Nc1ccc(Cl)cn1,-17,-3.1,85,79,-5,1,-3,/,28*,/
O=C(COC(=O)c1cc(Cl)nc2ccccc12)c1ccc(Cl)cc1,-32,-1.2,96,95,-8,0,/,-3,6,8

# Complete entries, quoted from the list.
# Record of COc1ccccc1CN1C(=O)CN(C2CCCC2)C(=O)C1c1ccc(F)cc1 (stereo not given) = BB579 growth dn: -8; MRP1 act: -3.1; HCT116 bCat-KO: 94; PTEN del growth: 95; GALR2 antag: -11; NPY-Y2 antag: -1; E-sel TNF inh: 2; Phagocytosis inh: 2; Measles CPE: 24; Yeast lifespan up: -7
# Record of CCOC(=O)C(C)CC(C)C(=O)N1CCOCCOCCN(C(=O)C(C)CC(C)C(=O)OCC)CCOCC1 (stereo not given) = BB579 growth dn: -8; MRP1 act: -0.9; HCT116 bCat-KO: 100; PTEN del growth: 97; GALR2 antag: -4; NPY-Y2 antag: -1; E-sel TNF inh: -7; Phagocytosis inh: /; Measles CPE: 6; Yeast lifespan up: 1

# A second format for part of the listing above:
molecule | BB579 growth dn | MRP1 act | HCT116 bCat-KO | PTEN del growth | GALR2 antag | NPY-Y2 antag | E-sel TNF inh | Phagocytosis inh | Measles CPE | Yeast lifespan up
CN1CCN(C(=O)c2ccc(Cl)c(S(=O)(=O)N3CCCCC3)c2)CC1 | -2 | -2.1 | 93 | 85 | 4 | 4 | -31 | 4 | 20 | -3
O=C(O)CC(C(=O)Nc1cccc(C(F)(F)F)c1)C1CCCO1 (stereo not given) | -41 | 0.2 | 89 | 85 | 4 | -3 | -18 | -1 | 26 | -7

# The list goes on.
SMILES,BB579 growth dn,MRP1 act,HCT116 bCat-KO,PTEN del growth,GALR2 antag,NPY-Y2 antag,E-sel TNF inh,Phagocytosis inh,Measles CPE,Yeast lifespan up
CCOP(=O)(O)c1ccccc1OCCCCCOc1ccccc1P(=O)(O)OCC,-10,-2.0,101,94,-4,-1,5,/,6,-18
O=C(OCc1nc2ccccc2s1)C1CCN(S(=O)(=O)c2cccs2)CC1,-31,-2.3,94,86,9,4,/,-1,3,0
CN(c1ccccc1)S(=O)(=O)c1ccc(C(=O)Nc2nccs2)cc1,-11,-0.1,89,96,0,-2,7,0,3,-4
CC1Oc2ccccc2N(CC(=O)NCC2CCCO2)C1=O (stereo not given),-22,-2.8,88,89,-6,1,/,0,11,-1
CCCCN1CNC(=S)N(CCc2ccccc2)C1,-41,-1.4,90,98,-13,2,/,/,7,4
O=C(CSCCO)Nc1ccc(C2CCCCC2)cc1,-26,-2.4,58,61,14,1,-2,-1,9,-9
COC(=O)c1cc(Cl)c(NC(=O)c2ccc(C(C)(C)C)cc2)cc1OC,-38,0.1,71,77,-10,18*,-22,0,6,-6
